From PubChem
CAL PDZ FP-1: blocks peptide binding to human CAL PDZ domain. hit rate 0.02% among 330,000. Q9HD26. AID 504414. purified CAL PDZ, TMR-peptide fluorescence polarization, 1 h. inhibition, % at 20 µM;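 active = highest replicate inhibition of at least 40%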;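 also: plate controls were DMSO neutral control wells for no effect and unlabeled competitor peptide control wells for full effect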
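Material – purified CerCALP PDZ construct · Detection – FP readout, S and P plane fluorescence · Measure – percent inhibition from loss of millipolarization · Controls – unlabelled peptide for full inhibition, DMSO wells as neutral · Probe or stimulus – TMR-labelled reporter peptide T*-PRC34 bound in PDZ groove · Times – 1 h at RT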
Tat transport: E. coli Tat transport inhibition | E. coli MC4100 TorA-mCherry Tat export, fluorescence | AID 488895 | inhibition, % at 10 µM | hit rate 0.036% among 340,000;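 active = mean replicate inhibition at least 50% and at least half of replicates individually reaching 50%; inconclusive = only one of the two criteria met; inactive = neither criterion met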;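 also: exported cargo escapes ClpAP degradation while cytoplasmic cargo is degraded and loses fluorescence; 0% = median of neutral control wells and 100% = median of NaSCN control wells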
E coli growth: reduces bacterial viability in AddAB counter-screen | inhibition, % at 11.9 µM | hit rate 0.27% among 330,000 | E. coli V3065 growth, OD600 absorbance, 18 h;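 active = inhibition above the campaign's mean inhibition across all tested compounds plus 3 SD, cut at about 9.9% in these data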;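 also: uninfected addAB+ strain grown without phage in ampicillin broth; 0% = DMSO wells and 100% = ciprofloxacin 0.95 µg/ml wells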
SR-BI DiI-HDL act: enhances SR-BI lipid uptake from DiI-HDL | CHO ldlA[mSR-BI] cells, DiI-HDL uptake fluorescence, 3 h; 100 = double the neutral-control signal | activation, % at 12.5 µM | hit rate 0.096% among 320,000;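 active = mean replicate activation of at least 60% and every replicate at or above 60%; inconclusive = mean or all-replicate condition met, but not both; inactive = mean below 60% and not all replicates reaching 60%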;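 also: 0% = median plate neutral-control signal and 100% = twice that signal; values of inactives mirror those of a sister screen read the other way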
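Assay system: CHO ldlA[mSR-BI] cells, LDL receptor-null, SR-BI overexpressing; medium: Ham's F12 with 0.5% BSA, HEPES 25 mM, pH 7.4; also added: DiI-HDL 10 µg/mL; timing: 3 h uptake period with compound, 37 °C; signal: DiI fluorescence, bottom read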
SR-BI HDL uptake: inhibitors of mouse SR-BI mediated HDL lipid uptake; Q61009; ldlA[mSR-BI] CHO cells, DiI-HDL uptake fluorescence, 3 h; inhibition, % at 12.5 µM; hit rate 0.96% among 320,000; AID 488896;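 active = mean replicate inhibition of at least 70% and a set share of replicates each scoring 70 or more; inconclusive = meets just one of the two criteria; inactive = fails both criteria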;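 also: 0% = median of neutral control wells and 100% = median of positive control wells; values of inactives mirror those of a sister screen read the other way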
Target sequence (Q61009 whole entry, looked up): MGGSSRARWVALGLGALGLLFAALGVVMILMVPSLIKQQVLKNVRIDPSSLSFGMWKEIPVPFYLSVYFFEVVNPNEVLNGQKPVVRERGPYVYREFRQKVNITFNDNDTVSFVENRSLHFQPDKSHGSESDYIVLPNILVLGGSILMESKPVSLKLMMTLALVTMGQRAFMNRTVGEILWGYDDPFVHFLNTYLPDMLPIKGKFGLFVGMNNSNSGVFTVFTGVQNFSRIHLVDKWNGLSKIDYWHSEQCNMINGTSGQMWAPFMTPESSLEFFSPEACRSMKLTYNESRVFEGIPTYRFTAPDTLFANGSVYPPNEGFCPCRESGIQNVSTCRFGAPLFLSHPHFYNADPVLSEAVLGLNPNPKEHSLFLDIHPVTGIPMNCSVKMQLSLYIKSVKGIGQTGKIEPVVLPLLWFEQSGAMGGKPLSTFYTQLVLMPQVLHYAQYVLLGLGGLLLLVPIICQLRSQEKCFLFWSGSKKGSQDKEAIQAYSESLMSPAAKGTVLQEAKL
AddAB inh: less growth of phage-infected E. coli with AddAB; E. coli expressing H. pylori AddAB, absorbance growth; hit rate 0.29% among 330,000; inhibition, % at 11.9 µM; in the data active = inhibition above about 12%;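 also: 0% = vehicle wells of infected cells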
phage Ecoli inh: E. coli growth loss with phage present; hit rate 0.26% among 360,000; AID 651602; inhibition, % at 11.9 µM; growth absorbance; in the data active = inhibition above about 11%
Wnt act: Wnt/beta-catenin pathway activation; Wnt/beta-catenin reporter cell assay, activator, plate reader; activation, % at 9.35 µM; hit rate 1.2% among 300,000; in the data active = activation above about 30%, passing the limit was not always enough; inconclusive = no clear call, values can overlap the other calls;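 also: 0% = neutral control wells and 100% = positive control wells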
MITF act: MITF TRPM1 promoter activation in melanoma cells | SK-MEL-5 TRPM1-promoter luciferase, 24 h; % of positive control, neutral wells = 0 | activation, % at 12.5 µM | hit rate 0.75% among 300,000 | AID 588334;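 active = mean activation of at least 80% with every replicate also reaching 80%; inconclusive = mean reaches 80% but some replicate falls short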;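 also: 0% = neutral control wells and 100% = parthenolide positive control wells; values of inactives mirror those of a sister screen read the other way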
CAL PDZ FP-2: CAL PDZ (human) peptide binding inhibition; Q9HD26; purified CAL PDZ, TMR-peptide fluorescence polarization, 1 h; inhibition, % at 24.9 µM; hit rate 0.92% among 300,000; AID 602252;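 active = mean inhibition of at least 30% with at least half of replicates also reaching 30%; inconclusive = no clear call, values can overlap the other calls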;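 also: 0% = DMSO neutral control and 100% = excess unlabeled competitor peptide PRC23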
* = called active by the depositor.

The opening 2 records as a preview:
Screening CCOC(=O)c1cnc2c(ccc3ccccc32)c1Cl returned CAL PDZ FP-1 -0.2, Tat transport -3, E coli growth -0.2, SR-BI DiI-HDL act 17, SR-BI HDL uptake -17, AddAB inh 5.2, phage Ecoli inh 1.0, Wnt act 5 and CAL PDZ FP-2 -1.
For CCCCNC(=S)N/N=C/C1=CCC2CC1C2(C)C (centres undefined) the results were CAL PDZ FP-1 -0.4, Tat transport 8, E coli growth -0.6, SR-BI DiI-HDL act -13, SR-BI HDL uptake 13, AddAB inh 2.0, phage Ecoli inh 3.1, Wnt act -5, MITF act 7 and CAL PDZ FP-2 -5.

The whole of this part, previewed entries included:
Screening CCOC(=O)c1cnc2c(ccc3ccccc32)c1Cl returned CAL PDZ FP-1 -0.2, Tat transport -3, E coli growth -0.2, SR-BI DiI-HDL act 17, SR-BI HDL uptake -17, AddAB inh 5.2, phage Ecoli inh 1.0, Wnt act 5 and CAL PDZ FP-2 -1.
For CCCCNC(=S)N/N=C/C1=CCC2CC1C2(C)C (centres undefined) the results were CAL PDZ FP-1 -0.4, Tat transport 8, E coli growth -0.6, SR-BI DiI-HDL act -13, SR-BI HDL uptake 13, AddAB inh 2.0, phage Ecoli inh 3.1, Wnt act -5, MITF act 7 and CAL PDZ FP-2 -5.
Fc1ccc(/C=N/N2CCOCC2)c(F)c1 was read as CAL PDZ FP-1 -2.6, Tat transport -12, E coli growth 3.0, SR-BI DiI-HDL act -10, SR-BI HDL uptake 10, AddAB inh 3.0, phage Ecoli inh 4.1, Wnt act 0, MITF act 11 and CAL PDZ FP-2 -4.
Screening CCCn1c2ccccc2c2nnc(SC(CC)C(=O)Nc3sc4c(c3C#N)CCCC4)nc21 (centres undefined) returned CAL PDZ FP-1 -1.4, Tat transport 5, E coli growth 1.2, SR-BI DiI-HDL act -13, SR-BI HDL uptake 13, AddAB inh 3.6, phage Ecoli inh 0.0, Wnt act -5, MITF act -2 and CAL PDZ FP-2 -6.
COc1ccc(OC2CCN(S(=O)(=O)c3ccccc3)CC2)cc1 was read as CAL PDZ FP-1 14, Tat transport 5, E coli growth 1.4, SR-BI DiI-HDL act -11, SR-BI HDL uptake 11, AddAB inh 2.0, phage Ecoli inh 3.9, Wnt act -2, MITF act 5 and CAL PDZ FP-2 -11.
Screening O=C(CN1CCC(O)(c2cccc(C(F)(F)F)c2)CC1)NCCc1ccccc1 returned CAL PDZ FP-1 10, Tat transport 2, E coli growth -2.1, SR-BI DiI-HDL act -5, SR-BI HDL uptake 5, AddAB inh -0.7, phage Ecoli inh -0.9, Wnt act 0 and CAL PDZ FP-2 0.
Screening CC(=O)c1c(C)[nH]c(C(=O)Nc2ccc(Cl)c(S(=O)(=O)N(C)C)c2)c1C returned CAL PDZ FP-1 -7.9, Tat transport 1, E coli growth 0.8, SR-BI DiI-HDL act -82, SR-BI HDL uptake 82*, AddAB inh 1.4, phage Ecoli inh 4.8, Wnt act 10, MITF act 41 and CAL PDZ FP-2 -6.
`Cc1nn(C(C)C(=O)Nc2sc3c(c2C#N)CCCC3)c(C)c1[N+](=O)[O-]` (centres undefined) gave CAL PDZ FP-1 0.7, Tat transport 5, E coli growth 0.2, SR-BI DiI-HDL act -16, SR-BI HDL uptake 16, AddAB inh 2.0, phage Ecoli inh 1.7, MITF act 12 and CAL PDZ FP-2 2.
Screening O=C(NCC1CC1)Nc1ccc(Cl)cc1 returned CAL PDZ FP-1 -3.4, Tat transport 2, E coli growth -0.4, SR-BI DiI-HDL act -2, SR-BI HDL uptake 2, AddAB inh -2.9, phage Ecoli inh 3.0, Wnt act 12, MITF act inconclusive and CAL PDZ FP-2 0.
Cc1csc(NC(=O)c2ccc(C)c(S(=O)(=O)N3CCCCC3)c2)n1 was read as CAL PDZ FP-1 -1.9, Tat transport 9, E coli growth -1.3, SR-BI DiI-HDL act -62, SR-BI HDL uptake 62, AddAB inh 1.6, phage Ecoli inh 2.2 and Wnt act 7.
`Cc1ccc(-c2nn(C)c(=O)c3ccccc23)cc1CO` gave CAL PDZ FP-1 -0.4, Tat transport -3, E coli growth -0.7, SR-BI HDL uptake 9, AddAB inh -0.2, phage Ecoli inh 1.1, MITF act -9 and CAL PDZ FP-2 0.
Screening Cc1ccc(NC(=O)Cn2nnc(C(=O)NCc3cccs3)c2N)cc1 returned CAL PDZ FP-1 -0.7, Tat transport -1, E coli growth 0.5, SR-BI DiI-HDL act 7, SR-BI HDL uptake -7, AddAB inh -1.9, phage Ecoli inh 1.1 and CAL PDZ FP-2 -2.
COc1ccc(N2C(=S)NC3N2C(=S)NC3(C)c2ccccc2)cc1 (centres undefined) was read as CAL PDZ FP-1 -2.2, Tat transport -3, E coli growth 0.3, SR-BI DiI-HDL act -18, SR-BI HDL uptake 18, AddAB inh 2.0, phage Ecoli inh 2.2, Wnt act 65*, MITF act 34 and CAL PDZ FP-2 -8.
For COC(=O)C(NC(=O)c1ccco1)(Nc1nc(C2CC2)cs1)C(F)(F)F (centres undefined) the results were CAL PDZ FP-1 -2.4, Tat transport -2, E coli growth 2.3, SR-BI DiI-HDL act 7, SR-BI HDL uptake -7, AddAB inh -0.3, phage Ecoli inh 3.5, Wnt act -3, MITF act 9 and CAL PDZ FP-2 37*.
`CN(C)S(=O)(=O)c1cccc(NC(=O)Cc2ccc(Cl)cc2)c1` gave CAL PDZ FP-1 -0.9, Tat transport -7, E coli growth -1.1, SR-BI DiI-HDL act 1, SR-BI HDL uptake -1, AddAB inh 1.7, phage Ecoli inh 3.1, MITF act 0 and CAL PDZ FP-2 -2.
CN1OC(Cn2cc(C#N)c(=O)n(C)c2=O)CC1c1ccccc1 (centres undefined) was read as CAL PDZ FP-1 0.5, Tat transport 5, E coli growth 2.0, SR-BI DiI-HDL act 23, SR-BI HDL uptake -23, AddAB inh 4.2, phage Ecoli inh 2.9, Wnt act -15, MITF act 4 and CAL PDZ FP-2 0.
For COc1ccccc1CCNS(=O)(=O)c1ccc(C(=O)O)n1C the results were CAL PDZ FP-1 -0.1, Tat transport -14, E coli growth 2.0, SR-BI DiI-HDL act 3, SR-BI HDL uptake -3, AddAB inh 2.4, phage Ecoli inh -2.1, Wnt act 1 and CAL PDZ FP-2 -4.
`CC1(C)Cc2ccccc2-c2nnc(-c3cccc(O)c3)n21` gave CAL PDZ FP-1 -0.6, Tat transport 0, E coli growth 0.2, SR-BI DiI-HDL act 9, SR-BI HDL uptake -9, AddAB inh 4.6, phage Ecoli inh 1.0, MITF act -5 and CAL PDZ FP-2 -2.
For O=S(=O)(NCc1ccccn1)c1ccccc1 the results were CAL PDZ FP-1 0.2, Tat transport -4, E coli growth -1.8, SR-BI DiI-HDL act 21, SR-BI HDL uptake -21, AddAB inh -1.0, phage Ecoli inh 0.5 and CAL PDZ FP-2 -4.
For O=C(NCc1ccc(Cl)cc1)NCc1ccc(Cl)cc1 the results were Tat transport -2, E coli growth -3.0, SR-BI DiI-HDL act 7, SR-BI HDL uptake -7, AddAB inh 2.6, phage Ecoli inh 0.2, Wnt act -1, MITF act 13 and CAL PDZ FP-2 -3.
For Cc1ccc(S(=O)(=O)N2CCN(S(=O)(=O)c3ccc(C)cc3)C2c2ccccc2)cc1 the results were CAL PDZ FP-1 -0.5, Tat transport 0, E coli growth 0.0, SR-BI DiI-HDL act 11, SR-BI HDL uptake -11, AddAB inh -2.0, phage Ecoli inh 3.3, Wnt act -3, MITF act 5 and CAL PDZ FP-2 1.
For O=c1oc2ccccc2nc1/C=C(O)/C=C\c1ccccc1 the results were CAL PDZ FP-1 -0.2, Tat transport 9, E coli growth -1.4, SR-BI DiI-HDL act 47, SR-BI HDL uptake -47, AddAB inh 1.2, phage Ecoli inh 0.0, MITF act 13 and CAL PDZ FP-2 8.
Oc1cccc2oc(=S)[nH]c12 was read as CAL PDZ FP-1 -0.8, Tat transport -4, SR-BI DiI-HDL act 18, SR-BI HDL uptake -18, phage Ecoli inh 1.9, Wnt act -1, MITF act -15 and CAL PDZ FP-2 -3.
For O=C(CCCN1C(=O)c2ccccc2C1=O)N1CCc2ccccc2C1 the results were CAL PDZ FP-1 -0.9, Tat transport 1, E coli growth 1.2, SR-BI DiI-HDL act 5, SR-BI HDL uptake -5, AddAB inh 1.7, phage Ecoli inh 3.5 and CAL PDZ FP-2 -4.
For C=CCN(c1ccc(C(=O)NCCN2CCOCC2)cc1)S(C)(=O)=O the results were CAL PDZ FP-1 -3.9, Tat transport 2, E coli growth 0.3, SR-BI DiI-HDL act 18, SR-BI HDL uptake -18, AddAB inh 1.5, phage Ecoli inh 1.6, Wnt act -2, MITF act 4 and CAL PDZ FP-2 -7.
`C#CC(C)(C)NC(=O)c1cnc(-c2ccccc2)nc1-c1ccccc1` gave CAL PDZ FP-1 0.0, Tat transport 0, E coli growth -2.7, SR-BI DiI-HDL act -29, SR-BI HDL uptake 29, AddAB inh -0.2, phage Ecoli inh 3.1, Wnt act -1, MITF act 7 and CAL PDZ FP-2 0.
`COc1ccccc1-c1nc2cc(Cl)ccc2c(=O)n1O` gave Tat transport 2, E coli growth -11, SR-BI DiI-HDL act 16, SR-BI HDL uptake -16, AddAB inh 0.6, phage Ecoli inh -0.6, Wnt act 6, MITF act -9 and CAL PDZ FP-2 4.
Cn1c(=O)cc(N2CCc3ccccc32)[nH]c1=O was read as CAL PDZ FP-1 -0.9, Tat transport -10, E coli growth 1.0, SR-BI DiI-HDL act 1, SR-BI HDL uptake -1, AddAB inh -0.8, phage Ecoli inh 2.2, Wnt act 2, MITF act -2 and CAL PDZ FP-2 -5.
Cc1ccc(C(=O)CSc2ccccc2C(=O)O)cc1 was read as CAL PDZ FP-1 -1.9, Tat transport 3, E coli growth -1.9, SR-BI DiI-HDL act 12, SR-BI HDL uptake -12, AddAB inh 1.2, phage Ecoli inh -2.6, Wnt act 32*, MITF act 17 and CAL PDZ FP-2 0.
c1coc(-c2nc3nc4ccccc4nc3n2CC2CCCO2)c1 (centres undefined) was read as CAL PDZ FP-1 -1.7, Tat transport 2, E coli growth -3.9, SR-BI DiI-HDL act -13, SR-BI HDL uptake 13, AddAB inh 0.8, phage Ecoli inh 2.3, MITF act 3 and CAL PDZ FP-2 -2.
Screening CC1(C)COC(=S)N1CCC#N returned CAL PDZ FP-1 -1.0, Tat transport -8, SR-BI DiI-HDL act 19, SR-BI HDL uptake -19, phage Ecoli inh 3.0, Wnt act -4, MITF act 9 and CAL PDZ FP-2 -3.
`COC(=O)c1ccc(-n2nnnc2SCC(=O)NCc2cccc(C(=O)O)c2)cc1` gave CAL PDZ FP-1 -3.4, Tat transport -4, E coli growth 0.2, SR-BI DiI-HDL act 27, SR-BI HDL uptake -27, AddAB inh 3.4, phage Ecoli inh 4.1, Wnt act -2 and CAL PDZ FP-2 -4.
